# Source: PubChem BioAssay (several laboratories)
# Cardio protect: cardioprotection against H2O2-induced cell death, primary screen, uHTS, H9c2 cells, ATPLite luminescence. H9c2 cardiomyocytes, H2O2 injury protection, 2 h. protection from H2O2 cell death, % at 20 µM. actives 0.63% (n = 360,000). AID 588492, 2011;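 active means compounds giving at least 50% protection of heart cells from peroxide-induced death in the single-dose screen, raw or plate-pattern-corrected value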;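 further: 0% = DMSO wells with peroxide and 100% = DMSO wells without peroxide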
# PDI inh: inhibitors of human PDI, primary screen, biochemical, turbidity, single point, plate reader; PDI insulin aggregation turbidity, A650, 90 min; actives 0.052% (n = 350,000); inhibition, % at 10 µM; Protein disulfide-isomerase (Homo sapiens), P07237; AID 588391, 2011;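 active means mean inhibition across replicates of 30% or more, whatever share of single replicates reach that level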;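 further: absorbance from insulin aggregation driven by PDI reduction with DTT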
# Target sequence (P07237 whole entry, looked up): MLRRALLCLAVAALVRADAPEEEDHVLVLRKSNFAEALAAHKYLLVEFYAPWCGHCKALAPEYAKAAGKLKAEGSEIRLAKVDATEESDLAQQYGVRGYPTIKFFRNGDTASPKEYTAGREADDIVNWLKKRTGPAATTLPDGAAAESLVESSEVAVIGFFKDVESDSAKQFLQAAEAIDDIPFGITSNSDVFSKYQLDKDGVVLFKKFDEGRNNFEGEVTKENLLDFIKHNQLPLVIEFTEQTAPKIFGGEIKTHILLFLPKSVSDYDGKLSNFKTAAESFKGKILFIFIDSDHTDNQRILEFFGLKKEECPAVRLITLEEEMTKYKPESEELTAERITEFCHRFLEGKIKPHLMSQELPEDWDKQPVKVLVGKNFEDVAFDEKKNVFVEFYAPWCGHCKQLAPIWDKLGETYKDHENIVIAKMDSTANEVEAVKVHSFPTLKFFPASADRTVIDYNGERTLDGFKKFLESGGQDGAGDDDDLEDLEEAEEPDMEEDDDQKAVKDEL
# HIF-2a block: HIF-2a reporter inhibitors, primary screen, luminescence, 786-0 RCC cells; 786-0 RCC cells HIF-2a reporter, luciferase luminescence, overnight; inhibition, % at 18.8 µM; actives 0.72% (n = 360,000); AID 624352, 2012;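 active means inhibition of the luminescence signal of 40% or more relative to plate controls, in a single-dose primary screen at 18.75 µM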
# NR2E3 ag-1: inhibitors of NR2E3-RetCOR corepressor binding, primary screen, NR2E3 agonist project, biochemical, TR-FRET, GST-NR2E3, biotin-RetCOR; Photoreceptor-specific nuclear receptor (Homo sapiens), Q9Y5X4; 1536-well; inhibition of corepressor binding, % at 4.78 µM; actives 0.12% (n = 320,000); AID 2300, 2010;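 active means percent inhibition above the cutoff of mean plus 3 SD of all tested compounds, set per screening campaign, cut at about 20% in these data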;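 further: 0% = DMSO wells and 100% = biotin wells as full block of FRET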
# Target sequence (Q9Y5X4 whole entry, looked up): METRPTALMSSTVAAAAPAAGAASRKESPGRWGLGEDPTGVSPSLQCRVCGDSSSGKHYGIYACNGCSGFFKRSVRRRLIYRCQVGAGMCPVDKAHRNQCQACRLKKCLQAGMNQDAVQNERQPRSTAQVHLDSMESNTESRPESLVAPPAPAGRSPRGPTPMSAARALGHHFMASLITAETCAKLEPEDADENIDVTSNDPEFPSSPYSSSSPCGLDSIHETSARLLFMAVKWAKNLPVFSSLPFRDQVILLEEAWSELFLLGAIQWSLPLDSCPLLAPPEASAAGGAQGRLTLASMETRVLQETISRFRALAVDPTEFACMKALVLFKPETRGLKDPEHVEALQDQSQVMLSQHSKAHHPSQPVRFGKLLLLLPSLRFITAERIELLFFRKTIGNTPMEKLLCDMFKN
#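 Test system: GST-NR2E3 and biotin-RetCOR proteins | Quantity: 1.35 nM GST-tagged NR2E3 final | Medium: Tris pH 7.5 | Also added: 7 nM biotin-RetCOR | Dosing: Compound at 4.8 µM, single dose | Timing: 5 h at 4 °C | Detection: Time-resolved FRET | Read-out basis: Percent inhibition | Benchmarks: Biotin wells as high control, 0.6% DMSO wells as low control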
# hiPSC survival: enhancers of single-cell hiPSC survival, primary screen, ATPlite luminescence; 100% = ROCK inhibitor wells, 0% = DMSO; survival enhancement, % at 20 µM; actives 0.044% (n = 360,000); in the data active means survival enhancement above about 18%;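 further: cells exposed to compounds for 16 hours before the ATP read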
# Peg3 promoter: Peg3 promoter-driven luciferase inhibitors, primary screen, cell-based, HeLa, luciferase luminescence | actives 1.7% (n = 360,000) | HeLa PEG-Prom luciferase reporter, overnight | inhibition, % at 20 µM;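 active means inhibition of at least 50% at 20 µM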
# MITF TRPM1 inh: inhibitors of MITF-dependent TRPM1 promoter reporter, primary screen, cell-based, SK-MEL-5, single point, luciferase | SK-MEL-5 TRPM1 promoter luciferase, 24 h | inhibition, % at 12.5 µM | actives 0.83% (n = 330,000);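 active means mean inhibition across replicates of 60% or more, whatever share of single replicates reaches that level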; further: values of inactives mirror those of a sister screen read the other way
# Shn3 3UTR inh: reduction of Shn3 3'UTR firefly luciferase signal, primary screen, Schnurri-3 inhibitor project, cell-based, Clone20 osteoblasts, set 2; Clone20 osteoblast Shn3 3'UTR firefly luciferase, 24 h; inhibition, % at 12.5 µM; actives 0.52% (n = 360,000); AID 588674, 2011;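 active means mean inhibition of at least 75% with every replicate also reaching 75%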;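 further: 0% = median of neutral control wells and 100% = pilot-screen positive control compound; some compounds past the cut are filed as inactive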
# HTR2A ag: mouse Htr2a agonists via beta-arrestin recruitment, primary screen, cell-based, luminescence. CHO-K1 mHTR2A beta-arrestin complementation; percent of 30 µM serotonin response. activation, % at 7.6 µM. actives 0.66% (n = 360,000). AID 624169, 2012;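 active means activation above a run cutoff, the mean activation of all tested compounds plus 3 SD, cut at about 14% in these data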;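 further: 0% = plate median of compound wells and 100% = 30 µM serotonin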
# CaV13 FRET inh: Disruptors of the CACNA1D IQ motif to Ca2+-dependent inactivation inhibitor domain association, primary screening, Förster resonance energy transfer in intact living …. actives 0.098% (n = 340,000). inhibition, % at 12.3 µM. AID 743397. HEK cells, CFP/YFP FRET ICDI-IQ, plate reader, 10 min; percent FRET-ratio fall versus neutral wells;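 active means mean replicate inhibition of at least 30% and at least 1% of replicates passing that level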;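 further: 0% = median of the neutral control wells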
# NR2E3 ag-2: NR2E3 agonists in two-hybrid cells, primary screen, cell-based, luminescence, CHO-S, Gal4-NCOR/VP16-NR2E3; Photoreceptor-specific nuclear receptor (Homo sapiens), Q9Y5X4; luciferase; inhibition of corepressor binding, % at 3.98 µM; actives 0.35% (n = 360,000); AID 602229, 2012;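 active means inhibition above the mean of all tested compounds plus 3 SD, cut at about 70% in these data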;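 further: 0% = DMSO with NR2E3 transfected cells and 100% = cells lacking NR2E3 construct; higher means lower luciferase signal from less NR2E3 corepressor binding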
# * marks the source's active call; other numbers are inactive results; x = no result given.
SMILES,Cardio protect,PDI inh,HIF-2a block,NR2E3 ag-1,hiPSC survival,Peg3 promoter,MITF TRPM1 inh,Shn3 3UTR inh,HTR2A ag,CaV13 FRET inh,NR2E3 ag-2
Cc1ccc(-c2cc3onc(-c4ccccc4)c3c(=O)n2C)cc1,-17,-3,18,2,-3.2,-5,97*,-18,3,-11,38
O=C(O)c1ccccc1C(=O)Nc1ccccc1[N+](=O)[O-],2,-3,7,1,-0.7,7,-9,-4,2,-7,-4
CC1=C(C(=O)N(C(C)C)C(C)C)CC(CC(=O)NCc2cccc3ccccc23)C(=O)N1Cc1ccc(C(C)(C)C)cc1 (stereo not drawn),-3,x,-1,x,-2.0,17,x,3,4,-4,32
CCOc1ccc(/C=N/NC(=O)C(=O)NCc2ccco2)cc1,1,3,0,-4,-0.8,1,-10,-20,5,-5,-3
C=CCNc1cccc(Br)c1,10,1,9,2,1.3,-19,-3,-11,-3,-4,-20
CCN(CC)S(=O)(=O)c1ccc(OC)c(NC(=O)c2ccc([N+](=O)[O-])cc2)c1,13,4,13,4,1.2,5,-3,3,-4,12,-5
COc1ccc(C(=O)Nc2ccc(S(=O)(=O)Nc3ncccn3)cc2)cc1OC,-3,-4,5,4,3.0,-15,-4,-22,0,-5,-3
O=C(C#Cc1ccccc1)Nc1ccccc1F,7,-6,-126,1,-0.7,-173,-4,-73,10,2,-5
CCS(=O)(=O)NCc1ccc2c(c1)cc(C)n2C,0,x,15,-3,-0.1,8,-4,15,8,-6,-7
CCCC(=O)Nc1nnc(S(=O)(=O)N2CCCCCC2)s1,1,-4,10,3,0.4,7,-5,7,4,-5,12
COc1ccc(C2CC(=O)C(C=NCCCO)=C(O)C2)cc1 (stereo not drawn),7,2,12,2,2.1,3,2,-12,0,-3,2
CC(=O)Cn1cnc2c(sc3nc(C)cc(C)c32)c1=O,-1,-4,-67,0,0.2,-102,-25,-50,-1,-1,-21
CCC[C@@H]1C=C(C(=O)OCC)[C@H](c2ccccc2)N1S(=O)(=O)c1ccc(C)cc1,0,x,-19,x,1.9,28,x,13,4,-6,19
CC(C)N(C(=O)COC(=O)CNC(=O)c1ccc(Br)cc1)c1ccccc1,2,14,18,0,-0.1,6,8,-24,4,-18,7
CSCCC(NC(=O)c1ccco1)C(=O)O (stereo not drawn),7,21,17,-1,-0.6,4,-5,x,-1,x,-25
Cn1c(C(=O)Nc2ccc3c(c2)OCCO3)cc2c(=O)n(C)c3ccccc3c21,95*,x,-46,2,2.1,50,-7,-12,7,5,30
COCCCn1c(C(=O)N2CCOCC2)cc2c(=O)n3cccc(C)c3nc21,4,-5,16,3,0.7,12,1,-15,-2,-3,-7
CC(C)C[C@H]1CNC(=S)N1C[C@H]1CCCN1C[C@H](Cc1ccc(O)cc1)N1C[C@H](Cc2ccccc2)N(CCc2ccccc2)C1=S,-3,x,-26,x,-1.1,9,x,10,-2,-6,6
Cc1ccc(NC(=O)CN2CCCCCC2)c(Br)c1,-6,-2,-236,x,-1.0,-280,-60,-24,2,-5,-75
CCOC(=O)c1c(NC(=O)Cn2nnc(-c3ccc(Cl)cc3)n2)sc(C)c1C,-2,0,15,-1,3.0,22,7,-5,1,x,-3

# Compound profiles, as listed above. Order of values: Cardio protect | PDI inh | HIF-2a block | NR2E3 ag-1 | hiPSC survival | Peg3 promoter | MITF TRPM1 inh | Shn3 3UTR inh | HTR2A ag | CaV13 FRET inh | NR2E3 ag-2
# `CCOC(=O)c1c(NC(=O)Cn2nnc(-c3ccc(Cl)cc3)n2)sc(C)c1C` is entered as -2 | 0 | 15 | -1 | 3.0 | 22 | 7 | -5 | 1 | x | -3
# `CC(=O)Cn1cnc2c(sc3nc(C)cc(C)c32)c1=O` is entered as -1 | -4 | -67 | 0 | 0.2 | -102 | -25 | -50 | -1 | -1 | -21
# `CCS(=O)(=O)NCc1ccc2c(c1)cc(C)n2C` is entered as 0 | x | 15 | -3 | -0.1 | 8 | -4 | 15 | 8 | -6 | -7
# `COc1ccc(C2CC(=O)C(C=NCCCO)=C(O)C2)cc1` (stereo not drawn) is entered as 7 | 2 | 12 | 2 | 2.1 | 3 | 2 | -12 | 0 | -3 | 2

# The results go on:
SMILES,Cardio protect,PDI inh,HIF-2a block,NR2E3 ag-1,hiPSC survival,Peg3 promoter,MITF TRPM1 inh,Shn3 3UTR inh,HTR2A ag,CaV13 FRET inh,NR2E3 ag-2
CC(=O)OCCCn1c(C)[n+](C)c2cc(Cl)c(Cl)cc21,3,-1,-1,0,-2.7,0,18,-1,2,4,13
O=C(NC(=S)Nc1cc(Cl)ccc1N1CCOCC1)c1ccccc1[N+](=O)[O-],7,20,18,0,-0.3,11,-2,13,0,x,15
CC1CCN(S(=O)(=O)c2cn(C)c(=O)n(C)c2=O)CC1,-2,x,4,-2,0.3,13,1,-36,-3,-11,-22
Cn1c(SCC(=O)Nc2ccc3c(c2)OCO3)nnc1-c1cnccn1,12,-6,16,0,-0.6,2,3,3,-1,-3,-27
Cc1cc(C(=O)CN2C(=O)NC(C)(c3ccc(F)c(F)c3)C2=O)c(C)n1C1CC1 (stereo not drawn),-12,-6,13,x,-2.1,17,x,14,-2,-12,-11
COc1ccc(C(=O)C2CCN(C(=S)NCCc3ccc(OC)c(OC)c3)CC2)cc1,-17,-1,8,5,-2.5,15,2,19,3,4,16
CCC(C)OC(=O)C1=C(C)O[C@]23OC(N)=C(C#N)[C@]12C(=O)c1ccccc13 (stereo partly drawn),-1,-18,13,1,-2.4,4,6,5,1,-11,0
CC(=O)N1CCN(Cc2nc3cc(NS(C)(=O)=O)ccc3n2C)CC1,1,1,5,-1,-1.3,-11,-1,7,3,-5,1
CCOC(=O)CCNCc1ccc(F)cc1,2,1,16,1,-0.4,-20,-1,-11,-3,-16,6
CCOC(=O)N1N=C(CC)CC1(O)C(F)(F)F (stereo not drawn),-8,-9,9,1,3.0,9,4,-5,0,-4,-12
COc1ccc(C(=O)N2CCc3cc(OC)c(OC)cc3C2c2cccc([N+](=O)[O-])c2)cc1OC (stereo not drawn),3,-3,16,2,4.5,20,-7,0,-1,-2,-7
CC(NC(=O)c1ccccc1)c1ccc(Br)cc1 (stereo not drawn),-11,-2,1,-5,-0.6,6,7,-13,1,-1,40
COC(=O)[C@@H](NC(=O)NCc1cccc(OC)c1)C(C)C,4,0,-3,2,-0.4,12,4,11,-1,-8,-9
O=[N+]([O-])c1cccc(/C=N/Nc2ncc(Br)cn2)c1,0,0,-325,1,-0.4,-216,-66,-81,-3,-4,-27
COc1ccc(NS(=O)(=O)c2ccc(-c3coc(C)n3)cc2)cc1,-10,3,-21,0,0.0,4,-6,19,4,-5,43
C=CCNC(=O)/C(C#N)=C/c1ccccc1Cl,6,1,23,2,3.0,8,-8,-12,-5,-3,-15
CNC(=S)N/N=C1\CC(c2ccccc2)Oc2ccccc21 (stereo not drawn),-3,0,-10,1,-0.2,-8,7,-10,-4,7,3
CN(Cc1ccccc1)C(=O)C(=O)c1c[nH]c2ccccc12,0,-16,6,x,-0.5,1,x,5,-4,-6,9
CN1C(=O)[C@H]2[C@@H](C3CC3)N3C(=O)CN(Cc4ccccc4)C(=O)[C@@]3(C)[C@H]2C1=O,0,3,2,4,-2.2,-5,-5,-23,-5,-10,3
CCOc1ccccc1NC(=O)CN1CCc2ccccc2C1,-5,3,19,0,0.2,32,13,-7,-4,-14,2

# Three consecutive entries already listed, quoted:
SMILES,Cardio protect,PDI inh,HIF-2a block,NR2E3 ag-1,hiPSC survival,Peg3 promoter,MITF TRPM1 inh,Shn3 3UTR inh,HTR2A ag,CaV13 FRET inh,NR2E3 ag-2
CN(Cc1ccccc1)C(=O)C(=O)c1c[nH]c2ccccc12,0,-16,6,x,-0.5,1,x,5,-4,-6,9
CN1C(=O)[C@H]2[C@@H](C3CC3)N3C(=O)CN(Cc4ccccc4)C(=O)[C@@]3(C)[C@H]2C1=O,0,3,2,4,-2.2,-5,-5,-23,-5,-10,3
CCOc1ccccc1NC(=O)CN1CCc2ccccc2C1,-5,3,19,0,0.2,32,13,-7,-4,-14,2

# Next part:
SMILES,Cardio protect,PDI inh,HIF-2a block,NR2E3 ag-1,hiPSC survival,Peg3 promoter,MITF TRPM1 inh,Shn3 3UTR inh,HTR2A ag,CaV13 FRET inh,NR2E3 ag-2
CC(=O)Nc1ccc(NC(=O)CCCN2C(=O)c3ccccc3C2=O)cc1,11,2,13,7,-0.1,4,-2,2,6,-4,6
Cc1cccc(C(C)C)c1NC(=O)COC(=O)COc1ccc2c(C)cc(=O)oc2c1,24,0,10,-3,2.5,12,2,-7,2,-5,-10
COc1cc(C(=O)Oc2ccccc2/C=N/NC(=O)c2ccc(C)cc2)cc(OC)c1OC,-16,-7,-231,5,-3.3,-138,5,28,-7,-5,-148
CC(=O)c1nnn(-c2cccc([N+](=O)[O-])c2)c1C,-8,8,7,3,0.4,10,3,-41,-5,-2,5
COc1ccc(-c2cn3cccc(C)c3n2)cc1F,-3,6,-264,-1,-1.8,-301,-88,-119,0,-4,-105
O=c1cc(-c2ccccc2)[nH]n2cnnc12,0,10,14,4,0.2,4,25,-30,3,-7,-4
COc1ccc(NC(=O)CN2CCN(c3ccc(F)cc3)CC2)cc1Cl,-8,0,5,0,-2.3,-1,-6,12,-3,-2,13
N=c1oc2ccccc2cc1-c1nc2ccccc2c(=O)[nH]1,-5,-14,-59,1,-0.8,-29,-3,-25,6,-6,-40
C[C@@H]1CN([C@H](C)CO)C(=O)c2c(c3ccccc3n2C)-c2ccccc2CO[C@H]1CN(C)Cc1ccc(C(F)(F)F)cc1,-22,-2,-69,x,-1.5,59*,x,21,4,-7,-23
